# Bcl-XL Bim block – disrupts Bim peptide binding to human Bcl-XL. Q07817. bead flow cytometry, fluorescence. inhibition, % at 10 µM. hit rate 0.04% among 190,000
# Target sequence (Q07817 whole entry, looked up): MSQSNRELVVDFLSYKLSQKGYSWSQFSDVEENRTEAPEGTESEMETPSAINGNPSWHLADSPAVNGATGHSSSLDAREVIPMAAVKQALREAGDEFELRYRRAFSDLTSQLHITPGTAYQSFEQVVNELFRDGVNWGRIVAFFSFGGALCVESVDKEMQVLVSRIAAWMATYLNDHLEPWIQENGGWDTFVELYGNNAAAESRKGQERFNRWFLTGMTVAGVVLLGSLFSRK
# ABCG2 block – blocks JC-1 efflux by human ABCG2 transporter. AID 1325. IgMXP3 cells, flow cytometry. inhibition, % at 6.6 µM. Q9UNQ0. hit rate 0.1% among 190,000;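 active = inhibition above 80%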;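 also: 0% = DMSO and 100% = nicardipine control wells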
#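 Test system: IgMXP3 cells (ABCG2) mixed with DDAO far-red-labelled CCRF-Adr cells (ABCB1). Reagent: JC-1 transporter substrate. Compound dosing: single test compound dose, 6.6 µM final. Times: 10 min compound exposure, 25 °C. Detection: flow cytometry of retained JC-1 fluorescence. Read-out basis: efflux inhibition in percent versus controls. Controls: nicardipine and DMSO wells.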
# Bim-Bcl-W – disrupts Bim peptide binding to human Bcl-W | AID 952 | Q92843 | bead-based flow cytometry | hit rate 0.02% among 190,000 | inhibition, % at 10 µM;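 also: 0% = bound tracer without compound and 100% = peptide blocker; higher means less fluorescent Bim peptide bound to Bcl-W beads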
# Target sequence (Q92843 whole entry, looked up): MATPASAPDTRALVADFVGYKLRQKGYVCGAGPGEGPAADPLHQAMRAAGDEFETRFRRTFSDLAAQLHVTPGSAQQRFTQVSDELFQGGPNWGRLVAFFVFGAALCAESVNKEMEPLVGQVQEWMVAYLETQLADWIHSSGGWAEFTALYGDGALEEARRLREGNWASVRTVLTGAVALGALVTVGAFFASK
# GSH bead fluor – GSH bead compound fluorescence profile | GSH beads flow cytometry, compound fluorescence 488/530 nm; stronger effect = higher value | fluorescence (KMESF) at 10 µM | hit rate 0.25% among 190,000 | AID 1776; in the data active = fluorescence above about 89;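 also: glutathione beads carrying GST-tagged Bcl family fusion proteins plus one bare bead set; values are compound well signal with DMSO vehicle wells as background; inactives centre near 16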
# Bcl-2 Bim block – disrupts Bim peptide binding to human Bcl-2; P10415; AID 950; Bead-based flow cytometry, Bim peptide-Bcl-2 binding; inhibition, % at 10 µM; hit rate 0.06% among 190,000; in the data active = inhibition above about 40%; inconclusive = no clear call, values can overlap the other calls;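 also: 0% = no compound wells with probe peptide and 100% = reference peptide inhibitor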
# Target sequence (P10415 whole entry, looked up): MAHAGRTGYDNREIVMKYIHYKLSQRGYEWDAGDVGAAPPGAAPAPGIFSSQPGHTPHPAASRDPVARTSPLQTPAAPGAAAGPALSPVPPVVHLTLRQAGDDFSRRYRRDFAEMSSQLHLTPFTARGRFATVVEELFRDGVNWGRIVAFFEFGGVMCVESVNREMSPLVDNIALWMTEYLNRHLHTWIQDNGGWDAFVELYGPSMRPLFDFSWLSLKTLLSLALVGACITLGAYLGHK
# Avidin bead fluor – compound fluoresces at 488/530 nm on avidin beads; compound fluorescence 488/530 nm, flow cytometry; stronger effect = higher value; fluorescence (KMESF) at 10 µM; hit rate 0.38% among 220,000; in the data active = fluorescence above about 47; also: inactives centre near 10
# Bim-Bcl-B – inhibitors of Bim-Bcl-B interaction, human; hit rate 0.073% among 190,000; AID 951; inhibition, % at 10 µM; bead-based flow cytometry, Bim peptide-Bcl-B binding; Q9HD36;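 also: 0% = tracer peptide without compound and 100% = reference inhibitor peptide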
# Target sequence (Q9HD36 whole entry, looked up): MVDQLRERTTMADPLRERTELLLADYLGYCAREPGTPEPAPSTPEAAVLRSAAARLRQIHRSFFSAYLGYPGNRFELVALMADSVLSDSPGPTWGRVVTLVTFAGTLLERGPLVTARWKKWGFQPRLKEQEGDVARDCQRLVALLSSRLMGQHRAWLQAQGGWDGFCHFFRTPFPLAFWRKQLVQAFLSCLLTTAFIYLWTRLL
# Bfl-1 Bim block – disrupts Bim binding to human Bfl-1 | Q16548 | Bead-based flow cytometry, Bim-Bfl-1 binding inhibition | inhibition, % at 10 µM | hit rate 0.12% among 190,000;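 also: 0% = wells without compound plus tracer and 100% = blocker peptide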
# RGS7-Gao – human RGS7-Galphao interaction regulation. P09471. Multiplexed bead flow cytometry, RGS7-Galphao binding; actives lie on both sides. binding response (% of control), % at 10 µM. hit rate 0.35% among 220,000. AID 1439; in the data active = binding response below about 49% or above about 150%; inconclusive = no clear call, values can overlap the other calls; inactive = in between;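 also: fluorescent Galphao held in activated GDP-AlF4 state binding bead-coupled RGS7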
# RGS4-Gao reg – modulates binding of RGS4 to human Galphao; P09471; Multiplexed bead flow cytometry; actives lie on both sides; binding response (% of control), % at 10 µM; hit rate 0.33% among 220,000; in the data active = binding response below about 49% or above about 150%; inactive = in between;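 also: fluorescent Galphao activated with aluminum fluoride binding bead-coupled RGS4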
# ABCB1 inh – blocks JC-1 efflux by human ABCB1 transporter; inhibition, % at 6.6 µM; AID 1326; P08183; hit rate 0.067% among 190,000; CCRF-Adr cells, flow cytometry; in the data active = inhibition above about 40%;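 also: 0% = vehicle and 100% = reference inhibitor; higher value means more JC-1 retained so stronger ABCB1 efflux block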
# Starred values were filed as active, the others as inactive; ? = inconclusive; . = no result given. Rule as the data show it, unless noted: active = inhibition above about 40%.
SMILES,Bcl-XL Bim block,ABCG2 block,Bim-Bcl-W,GSH bead fluor,Bcl-2 Bim block,Avidin bead fluor,Bim-Bcl-B,Bfl-1 Bim block,RGS7-Gao,RGS4-Gao reg,ABCB1 inh
COCCNC(=O)CCCCCn1c(=S)[nH]c2ccccc2c1=O,-1.0,4.1,2.0,14,0.0,33,0.0,0.0,108.1,98.3,0.5
COc1ccccc1NC(=S)N(Cc1ccco1)Cc1cc2cccc(C)c2[nH]c1=O,-6.0,7.7,-1.0,7,2.0,18,-5.0,3.0,101.6,100.2,2.6
Cc1ccc(NC(=O)N2CCC(C(=O)NCc3ccccc3)CC2)cc1,-5.0,1.2,-1.0,8,-10.0,8,-7.0,-12.0,97.2,99.9,0.0
COc1ccc(Cn2ccnc2SCC(=O)Nc2cccc(NC(C)=O)c2)cc1,-5.0,0.9,-1.0,11,-2.0,5,-5.0,-3.0,100.5,100.3,0.1
COC(=O)c1cn(NC(=O)Cc2ccccc2Br)c(=O)c2ccccc12,-3.0,4.6,-1.0,11,0.0,6,0.0,3.0,94.8,96.0,1.2
COc1ccc(NC(=O)CSc2nc(N)c3cc4c(nc3n2)CCCC4)cc1,25.0,35.4,20.0,5,16.0,21,18.0,18.0,99.6,102.8,7.6
CC(=O)Nc1ccc(S(=O)(=O)N(Cc2ccco2)CC2CCCO2)cc1 (stereo unspecified),-3.0,0.2,4.0,19,-1.0,6,-4.0,-8.0,98.5,101.5,0.1
N#Cc1ccc(C(=O)N2CCN(S(=O)(=O)c3ccc(Br)s3)CC2)cc1,-2.0,0.8,0.0,13,0.0,8,-4.0,-4.0,100.3,98.5,0.1
COc1ccc(/C(O)=C/c2nc3ccc(C(=O)NCCc4cccc(C)c4)cc3[nH]c2=O)cc1OC,-6.0,-7.7,-8.0,19,-7.0,7,-19.0,-14.0,106.7,103.6,-1.8
CCOC(=O)C1(CCCc2ccccc2)CCN(C(=O)CCn2cnnn2)CC1,0.0,1.0,7.0,10,2.0,10,0.0,-3.0,101.3,95.2,0.9

# Next part; it opens with the two that closed the last part.
SMILES,Bcl-XL Bim block,ABCG2 block,Bim-Bcl-W,GSH bead fluor,Bcl-2 Bim block,Avidin bead fluor,Bim-Bcl-B,Bfl-1 Bim block,RGS7-Gao,RGS4-Gao reg,ABCB1 inh
COc1ccc(/C(O)=C/c2nc3ccc(C(=O)NCCc4cccc(C)c4)cc3[nH]c2=O)cc1OC,-6.0,-7.7,-8.0,19,-7.0,7,-19.0,-14.0,106.7,103.6,-1.8
CCOC(=O)C1(CCCc2ccccc2)CCN(C(=O)CCn2cnnn2)CC1,0.0,1.0,7.0,10,2.0,10,0.0,-3.0,101.3,95.2,0.9
COc1ccc(C(CC(=O)O)NC(=O)COc2ccc(C)cc2)cc1OC (stereo unspecified),-4.0,-0.2,-4.0,25,-7.0,10,-6.0,-2.0,101.5,101.9,-0.1
O=C(O)COc1ccc2c3c(c(=O)oc2c1)CCCC3,0.0,4.6,0.0,10,0.0,17,3.0,3.0,101.2,101.5,0.4
O=C(Cc1ccccc1)Nc1nc2ccccc2[nH]1,-7.0,4.8,2.0,36,-7.0,14,-13.0,-17.0,100.0,99.8,-0.4
Cc1ccc(S(=O)(=O)NCc2ccc(C(=O)N3CCN(c4ccccn4)CC3)cc2)cc1,1.0,11.7,-1.0,14,-1.0,33,-3.0,-1.0,112.0,111.2,-0.3
O=C(CCl)Nc1ccc(N=Nc2ccccc2)cc1,-4.0,16.7,-2.0,6,-6.0,3,-7.0,-3.0,97.9,100.5,0.9
COc1ccc(-c2nc(-c3cccs3)c(-c3cccs3)[nH]2)cc1OC,0.0,2.2,15.0,29,-4.0,8,5.0,-8.0,95.2,99.3,0.7
Cc1cccc(N(C(=O)Cn2nnc(-c3ccc(F)cc3)n2)C(C(=O)NC(C)(C)C)c2ccncc2)c1 (stereo unspecified),-4.0,0.5,-2.0,14,-1.0,4,-5.0,3.0,91.1,92.3,0.7
Cc1nnc(SCC(=O)N2CCN(S(=O)(=O)c3ccccc3)CC2)n1Cc1ccccc1,-9.0,8.5,-5.0,23,-14.0,11,-7.0,-20.0,98.7,97.7,1.5
COc1cccc(CNc2ccc(N3CCC(C)CC3)cc2)c1OC,-7.0,-0.2,3.0,10,5.0,13,-29.0,19.0,72.3,92.4,0.5
Cc1ccc(NCc2nnc(SCc3ccc(C#N)cc3)n2Cc2ccco2)c(C)c1,-7.0,13.9,-2.0,27,-13.0,14,-6.0,-13.0,86.9,87.0,4.2
COC(=O)c1cc(OC)c(OC)cc1NC(=O)CC1CCCCC1,-1.0,16.1,1.0,11,-4.0,14,-4.0,-6.0,98.2,100.5,1.3
Cc1ccc(S(=O)(=O)Nc2ccc(S(=O)(=O)N3CCCC3)cc2)cc1,-15.0,-3.4,-7.0,28,-15.0,12,-11.0,-20.0,98.0,99.4,0.5
COc1ccc(C2NCCO2)cc1OC (stereo unspecified),-2.0,1.1,-1.0,7,-4.0,12,-5.0,-2.0,97.2,97.7,0.4
CCn1c(O)c(N=NC2=NC(=O)CS2)c2ccccc21,-1.0,5.0,1.0,15,-2.0,14,1.0,-3.0,97.7,99.4,-0.8
CCOc1cc(CNC(C)(C)C)ccc1OCC(=O)Nc1cccc(C(F)(F)F)c1,-5.0,15.6,3.0,24,2.0,6,-5.0,-1.0,103.8,101.4,1.1
CCCCCOC(=O)NC1CCS(=O)(=O)C1 (stereo unspecified),-4.0,3.3,-4.0,14,-3.0,26,-7.0,-7.0,110.1,101.2,2.3
Cc1ccc(NC(=O)COc2ccc(S(=O)(=O)N3CCOCC3)cc2)cc1,0.0,3.7,0.0,11,0.0,16,0.0,-2.0,98.8,97.6,0.5
O=C(NCCCn1ccnc1)Nc1ccc(Cl)c(Cl)c1,-1.0,2.8,0.0,30,-11.0,13,-11.0,-16.0,92.7,97.1,0.8
C=CCn1c(SC2CCOC2=O)nc2scc(C3CC3)c2c1=O (stereo unspecified),0.0,5.1,4.0,15,-1.0,21,0.0,0.0,99.9,88.9,0.6
O=C(CCS(=O)(=O)c1ccccc1)Nc1ccccc1-c1nc2ccccc2s1,-8.0,4.8,-5.0,17,-7.0,13,-10.0,-15.0,96.3,99.3,0.6
Cc1ccc(N(C(=O)Cc2cccs2)C2C=CS(=O)(=O)C2)cc1Cl (stereo unspecified),-1.0,1.1,1.0,12,-2.0,6,-3.0,-2.0,99.8,100.2,0.6
CC1CC(C)CN(CCCNC(=O)C2CCCN(c3nnc(N4CCCC4=O)s3)C2)C1 (stereo unspecified),-3.0,1.2,0.0,24,0.0,40,0.0,2.0,107.5,103.2,0.3
COc1ccccc1COC(=O)N/C=C/c1ccco1,0.0,3.4,-1.0,15,0.0,9,0.0,-4.0,?,97.4,-0.3
CCn1c(C(O)c2ccc(C)cc2)nc2ccccc21 (stereo unspecified),4.0,1.6,3.0,8,1.0,13,1.0,2.0,100.7,106.2,0.5
CCCOc1ccc(/C=N/Nc2ccccc2[N+](=O)[O-])c(O)c1,-1.0,1.9,1.0,6,3.0,2,0.0,0.0,99.5,99.1,0.2
CSCC[C@H](Nc1ncnc2sc(C)c(C)c12)C(=O)O,-10.0,4.1,-3.0,21,-12.0,33,-6.0,-19.0,103.0,102.2,0.3
CCN(CC)S(=O)(=O)c1cc([N+](=O)[O-])ccc1NNC(=O)Nc1ccccc1,-4.0,15.7,-2.0,26,-5.0,10,-17.0,4.0,99.3,98.5,1.9
O=C(Cc1ccccc1)Nc1ccc(N2CCOCC2)cc1,3.0,1.0,0.0,17,0.0,9,-2.0,-2.0,96.3,98.9,0.3
Cc1cc(N2CCN(C)CC2)nc2ccc(NC(=S)N3CCCCC3)cc12,-4.0,1.8,0.0,19,-1.0,10,-3.0,17.0,?,97.2,-0.1
O=c1[nH]c2ccc(S(=O)(=O)N3CCC(Cc4ccccc4)CC3)cc2o1,-7.0,-21.9,-1.0,33,-10.0,14,-11.0,-17.0,97.1,98.0,0.0
O=C(NC1CCNCC1)C1CC1,-3.0,0.4,0.0,13,-1.0,12,-3.0,-6.0,99.7,97.5,0.3
CC(C)C(=O)Nc1cccc2nsnc12,4.0,1.8,5.0,12,0.0,19,0.0,0.0,95.1,96.4,0.2
Cc1ccc2c(c1)C(=O)C(=O)N2CCCOc1ccccc1,0.0,4.6,-1.0,9,2.0,10,-3.0,-4.0,100.7,100.1,0.9
CCCCc1ccc(-c2c(C#N)c(N)nc3c2CCCC3)s1,1.0,1.4,-1.0,8,-2.0,14,0.0,-4.0,93.4,96.6,0.0
Cc1ccc(C(=O)ON=C2CCN(c3ccc([N+](=O)[O-])cc3)CC2)cc1,-3.0,11.7,0.0,27,-3.0,11,-3.0,-1.0,102.5,104.2,0.4
CCOC(=O)C1C(=O)NC(N2CCN(c3ccccc3)CC2)=NC1c1ccccc1 (stereo unspecified),-9.0,6.7,-3.0,36,-11.0,15,-9.0,-21.0,102.8,103.8,0.4
CC(C)(C)C(=O)NC(Nc1cccc2cccnc12)C(Cl)(Cl)Cl (stereo unspecified),0.0,1.3,1.0,22,0.0,34,1.0,0.0,111.8,99.8,0.5
CCn1c(-c2cc3ccccc3cc2O)n[nH]c1=S,-8.0,1.7,4.0,34,-5.0,10,-13.0,-1.0,106.6,104.7,-1.1
CCCc1nc(SCC(=O)Nc2ccc(S(=O)(=O)N(C)C)cc2)c2ccccc2n1,-2.0,3.2,-1.0,7,0.0,1,-5.0,-1.0,100.8,97.9,0.1
CCCCC(=Nc1ccc(N)cc1)C1=C(O)C(C(=O)OC)C(C)(C)CC1=O (stereo unspecified),6.0,1.1,8.0,28,2.0,7,-1.0,4.0,89.1,89.4,0.5
Cn1cc(-c2ccno2)c(C(=O)O)n1,0.0,0.7,-1.0,13,-2.0,10,-4.0,-6.0,?,99.0,0.3
CCOCc1nnc(NC(=O)c2cc(Cl)ccc2OC)s1,-8.0,7.1,-5.0,20,-5.0,13,-23.0,9.0,105.2,99.9,0.9
Cc1ccccc1NC(=O)/C(C#N)=C/c1ccccc1C(F)(F)F,-9.0,16.1,-3.0,11,-6.0,7,-6.0,-6.0,100.8,96.1,0.8
Cc1onc(-c2c(F)cccc2Cl)c1C(=O)N1CCN(c2ncccn2)CC1,-3.0,0.5,-3.0,15,-1.0,12,-1.0,-3.0,104.8,88.4,0.3
CCN(CC)c1ccc(/C=C(\C#N)c2nc(-c3cccs3)c(NC(C)=O)s2)cc1,.,28.0,.,40,?,16,.,.,103.5,106.5,23.4
COC(=O)c1ccc(COc2ncnc3c(Cl)cc(Cl)cc23)o1,-7.0,5.8,0.0,12,-9.0,13,-7.0,-14.0,97.5,96.3,2.0
CCOC(=O)c1sc(NC(=O)Nc2ccccc2F)nc1C,-4.0,-1.6,-2.0,4,1.0,14,-3.0,0.0,101.5,101.1,-0.5
CC1CCCN(c2nc3nonc3nc2N2CCCC(C)C2)C1 (stereo unspecified),-2.0,1.8,0.0,22,4.0,6,-2.0,1.0,100.7,99.4,0.8

# Bioassay records (PubChem BioAssay)
